# Screening data as filed in PubChem BioAssay.
# S-ASM inh = blocks human secretory acid sphingomyelinase; AID 504937; 340,000 compounds, 0.006% hits; Potency, µM (doses to about 57.5 µM), for the others: top-dose activity change, negative = inhibition, hits mostly inhibitors; placental ASM, HMU-PC fluorogenic substrate, 60 min; further: potency means the concentration at half of the fitted maximal effect
#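 HMU-PC0 cleavage (9 uM final) by human placental ASM, 60 min at 37 °C following 10 min compound exposure at RT; stopped at pH 10, fluorescence Ex 386/Em 447 nm.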
# AT treatment = potential ataxia-telangiectasia treatment | […] A-T fibroblasts, KAP-1 phosphorylation AlphaLISA; neocarzinostatin DNA damage 30 min before lysis | Potency, µM (highest dose often 57.5 µM), for inactives: top-dose activation, actives largely listed as activators | 320,000 compounds, 0.19% hits | AID 485349; further: potency means the concentration at half of the fitted maximal effect; % of control where 0% means no effect; nearly all actives have a fitted effect of over 45% in size
#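 ATM-like activity read as KAP-1 phosphorylation via AlphaLISA donor/acceptor antibody pairs after lysis and 6 hr at 25C. Cells were ATM-null patient fibroblasts ([…], hTERT), dosed 60 min, then exposed to the DSB inducer NCS for 30 min.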
# TCR act = activators of T cell receptors; primary human leukocytes, anti-CD3, IL-2 HTRF, 48 h; Potency, µM (highest dose often 9.22 µM), for the others: at the highest dose activation of IL-2 secretion, hits mostly activators; 330,000 tested, under 10 active; AID 504894; further: % of control where 0% means no effect
#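 Readout: HTRF IL-2, Eu-cryptate/d2 antibody pair, 320nm excitation, 665nm emission. Stimulus: a-CD3 beads, no co-stimulation. Cells: primary human leukocytes. Exposure: 48 hr with compound.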
# Mito fusion yeast = mitochondrial division inhibition or fusion activation; S. cerevisiae fusion-defective mutant growth rescue, CellTiterGlo 48 h; Potency, µM (series often up to 46.1 µM), for the others: at the top dose growth rescue (activation), usual class: activators; 320,000 compounds, 0.23% hits;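 further: potency means the concentration at half of the fitted maximal effect; % of control where 0% means no effect; nearly all actives have a fitted effect of over 45% in size; temperature-sensitive fusion mutants such as fzo1-1 at 37 °C on non-fermentable ethanol glycerol medium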
#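 Luminescent cell viability in 1536-well qHTS format served as the measure of rescued growth in ts fusion-mutant S. cerevisiae cultured on non-fermentable YPEG for 48 hours at 37C.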
# Chronic BCR inh = blocks chronic active B-cell receptor signaling; Potency, µM (series often up to 46.1 µM), without a hit: at the top dose ratio change, negative = lower green/red ratio, hits mostly inhibitors; ABC-DLBCL IkBa-CBG/CBR reporter, luminescence ratio, 4 h; 340,000 compounds, 0.05% hits; active means well fitted inhibition curve with a large enough effect in the signal ratio, with a control signal flat, not every such curve was filed as active; inconclusive means small, poorly fitted or top-dose-only effect, or effect the other way, or a change in a side signal; the % refers to the signal ratio;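 further: potency means the concentration at half of the fitted maximal effect; plate controls were basal doxycycline-induced cells for no effect and cells given 10 µM MG132 for full effect; MG132 reads +100%, hits lower the ratio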
#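 Cell line TMD8 (human ABC DLBCL), stably expressing tet-inducible CBG68-IkBa fusion and CBR; IMDM/0.5% FBS; cpd up to 46 uM; dox induction, 4 h, 37C/5% CO2; dual luminescence; green/red ratio; MG132 control.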
# TSG101-PTAP inh = blocks PTAP/TSG101 interaction to inhibit HIV-1 budding | Q99816 | Fluorescence polarization, FITC-PTAP peptide / Tsg101 binding | Potency, µM (doses to about 115 µM), without a hit: top-dose activity change, negative = inhibition, most hits filed as inhibitors | 340,000 tested, under 10 active; active means well fitted inhibition curve with a large enough effect in the main read-out, with a control signal flat, not every such curve was filed as active; inconclusive means small, poorly fitted or top-dose-only effect, or effect the other way, or a change in a side signal; inactive means no such curve, though single readings can be large or run the other way; further: potency means the concentration at half of the fitted maximal effect; % of control where 0% means no effect
#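 Compounds were pin-transferred onto Tsg101 binding domain (10 uM final) in HEPES pH 7.5 buffer, then FITC-PTAP peptide was added at 50 nM final. After 20 min at RT, polarization reported peptide displacement across a qHTS concentration series.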
# TSHR antagonist = blocks TSH signaling through the human TSH receptor; P16473; TSHR-expressing cells, TSH-stimulated cAMP HTRF, 2 h; stronger effect = lower value; activity change, negative = inhibition, % at 11.5 µM; 330,000 compounds, 0.2% hits; AID 504810;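 active means activity change below a set negative limit, meaning inhibition stronger than a set level, cut at about -70% in these data; inconclusive means activity change between two set negative limits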; further: on the % scale 0 is the no-effect control and ±100 the full control effect
#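 Inhibition of cAMP made by TSHR-expressing cells under TSH stimulation (4nM final, EC80; 2 h, 37 deg C) is quantified with a one-step lysis HTRF kit, anti-cAMP cryptate versus cAMP-d2.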
# Eya2 inh = blocks the phosphatase activity of human Eya2; Potency, µM (top dose mostly 76.9 µM), inactives show at the highest dose activity, negative = inhibition, hits mostly inhibitors; recombinant Eya2, OMFP fluorescence dephosphorylation (OMFP is methylfluorescein phosphate); 330,000 compounds, 0.006% hits; O00167; further: potency means the concentration at half of the fitted maximal effect; on the % scale 0 is the no-effect control and ±100 the full control effect
# Target sequence (O00167 whole entry, looked up): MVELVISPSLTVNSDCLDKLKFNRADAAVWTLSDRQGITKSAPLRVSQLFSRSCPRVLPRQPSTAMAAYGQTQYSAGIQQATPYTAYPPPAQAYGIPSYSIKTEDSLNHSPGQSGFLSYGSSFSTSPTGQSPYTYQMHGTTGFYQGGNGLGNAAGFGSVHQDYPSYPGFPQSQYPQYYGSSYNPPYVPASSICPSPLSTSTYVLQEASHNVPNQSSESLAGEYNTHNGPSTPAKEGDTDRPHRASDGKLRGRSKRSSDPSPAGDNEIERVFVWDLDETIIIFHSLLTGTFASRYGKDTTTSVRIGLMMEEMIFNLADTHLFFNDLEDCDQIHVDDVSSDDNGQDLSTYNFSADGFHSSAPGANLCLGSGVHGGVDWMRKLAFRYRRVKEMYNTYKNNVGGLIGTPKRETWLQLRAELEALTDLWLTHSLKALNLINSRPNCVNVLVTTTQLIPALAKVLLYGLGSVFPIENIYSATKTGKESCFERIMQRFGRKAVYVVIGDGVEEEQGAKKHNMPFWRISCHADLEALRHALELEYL
#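 Eya2 protein (added as 0.2 uM solution) was preincubated with compound for 10 min at ambient temperature in 50 mM HEPES pH 7.5, 50 mM NaCl, 5 uM MgCl2, 0.05% BSA, 1 mM DTT. OMFP (added at 50 uM) then reacted 10 min; fluorescence read at 485/525 nm.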
# a7 integrin act = activates integrin-mediated alleviation for muscular dystrophy; Potency, µM (doses to about 38.3 µM), for the others: top-dose activation, most hits filed as activators; AID 624291; alpha7betagal myoblasts, beta-gal FDG fluorescence, 48 h; 350,000 compounds, 0.064% hits;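 further: potency means the concentration at half of the fitted maximal effect; 100% = response of the positive control SU9516; nearly all actives have a fitted effect of over 60% in size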
#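 alpha7betagal+/- myoblasts (passage 13, 250/well) treated 48 h at 37C with compounds at 1:260 dilution of DMSO stock. Lysed, then beta-galactosidase activity read as FDG fluorescence (ex 480/em 540) after 30 min, with pre-read for autofluorescence.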
# ELG1 repair inh = blocks ELG1-dependent DNA repair in HEK293T cells. HEK293T ELG1-luciferase reporter, luminescence, 16 h; DNA damage induced by 5-fluorouridine. Potency, µM (doses to about 46.1 µM), inactives show at the highest dose activity change, negative = inhibition, actives largely listed as inhibitors. 330,000 compounds, 2.3% hits; further: potency means the concentration at half of the fitted maximal effect; on the % scale 0 is the no-effect control and ±100 the full control effect; nearly all actives have a fitted effect of over 55% in size
#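 HEK293T cells expressing luciferase-tagged ELG1 (2,000/well) received 5-Fluorouridine plus compound or DMSO for 16 hr at 37 °C. Luciferase was read by ONE-Glo luminescence after 30 min at room temperature.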
# Tb PFK block = T. brucei PFK enzyme inhibition. O15648. T. brucei PFK, ADP-Glo luminescence. Potency, µM (top dose mostly 57.5 µM), inactives show at the top dose activity, negative = inhibition, usual class: inhibitors. 330,000 compounds, 0.17% hits;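 further: potency means the concentration at half of the fitted maximal effect; 0% = uninhibited 1x PFK enzyme wells and -100% = no-enzyme wells; nearly all actives have a fitted effect of over 60% in size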
# Target sequence (O15648 whole entry, looked up): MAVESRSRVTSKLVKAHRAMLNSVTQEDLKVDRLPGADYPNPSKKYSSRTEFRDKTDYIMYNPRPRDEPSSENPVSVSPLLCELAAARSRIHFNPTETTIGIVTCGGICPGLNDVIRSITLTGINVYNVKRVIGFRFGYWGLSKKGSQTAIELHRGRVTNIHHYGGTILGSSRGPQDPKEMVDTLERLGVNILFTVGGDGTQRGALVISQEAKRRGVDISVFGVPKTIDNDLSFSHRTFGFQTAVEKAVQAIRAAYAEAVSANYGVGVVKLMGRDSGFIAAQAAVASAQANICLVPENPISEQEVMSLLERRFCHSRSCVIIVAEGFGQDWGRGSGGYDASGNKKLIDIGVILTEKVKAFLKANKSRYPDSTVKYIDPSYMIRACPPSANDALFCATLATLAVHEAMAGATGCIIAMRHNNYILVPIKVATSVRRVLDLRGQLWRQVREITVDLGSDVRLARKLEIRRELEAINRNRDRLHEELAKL
#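 ADP-Glo luminescence quantified ADP after 45 min at room temperature, with 1.25 nM T. brucei PFK, 0.1 mM ATP and 0.5 mM fructose-6-phosphate in pH 8.0 TEA buffer. qHTS titrations up to 57 µM; curves classified by quality.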
# * marks the source's active call; other numbers are inactive results; ? = inconclusive; nt = not tested or not shown; [ ] = another dose, or the depositor's remark. Unless noted, the call rests on the fitted dose curve; in most records, active means well fitted curve in the direction sought with a large enough effect; inconclusive means small, poorly fitted or top-dose-only effect, or another doubt; inactive means no such curve, though single readings can be large; an effect the other way counts as inactive or inconclusive. Rows were taken by chance; any-hit rate near 3.2%.
SMILES,S-ASM inh,AT treatment,TCR act,Mito fusion yeast,Chronic BCR inh,TSG101-PTAP inh,TSHR antagonist,Eya2 inh,a7 integrin act,ELG1 repair inh,Tb PFK block
CC1(C)CC(=O)C=C(Nc2ccccc2O)C1,-1%,-2%,-5%,0%,?,-2%,-2,-9%,1%,-5%,0%
Cn1c(-c2ccc(F)cc2)cnc1NCc1cccc(F)c1,0%,-4%,0%,-9%,?,-10%,-25,-2%,-24%,21%,-10%
C=CCN(C(=O)C1CC(=O)N(C2CCCC2)C1)c1nc(-c2ccc(S(C)(=O)=O)cc2)cs1 (configuration not stated),-3%,10%,-4%,4%,-7%,-6%,-10,-1%,0%,?,0%
CCOc1ccc(Cc2nc(C)c(CC(=O)N3CCOCC3)c(=O)[nH]2)cc1,2%,9%,3%,3%,-1%,-1%,10,2%,1%,6%,0%
COc1ccc(C(=O)NNC(=O)CCC(=O)Nc2ccc(C)cc2C)cc1,1%,3%,-3%,-6%,-1%,-1%,-11,-4%,-7%,2%,7%
O=S(=O)(c1cccc(-c2nnc(SCc3nc4ccccc4s3)o2)c1)N1CCOCC1,6%,15%,2%,-3%,?,-4%,-5,-2%,-36%[inhibitor],?,-6%
COc1ccc(CNC(=O)c2cccc(NC3=NC4CS(=O)(=O)CC4S3)c2)cc1 (configuration not stated),-1%,6%,-14%,0%,0%,-3%,-2,1%,0%,-1%,1%
CN1CCC(=NNC(=O)CN(c2cccc(Br)c2)S(C)(=O)=O)CC1,4%,1%,-2%,1%,-5%,-3%,12,-21%,20%,12%,-1%
O=C(CSc1nnc(-c2cccc(S(=O)(=O)N3CCCC3)c2)n1-c1ccccc1)Nc1ccc(C(=O)O)cc1,-10%,1%,-3%,13%,-12%,-4%,-5,-2%,0%,5%,12%
O=C1C2C3C=CC(CC3)C2C(=O)N1c1ccc(F)cc1 (configuration not stated),1%,17%,nt,0%,-2%,0%,-6,4%,-60%[inhibitor],?,1%
CCN(CC)c1ccc(C=C2C(=O)OC(C)(C(C)(C)C)OC2=O)cc1 (configuration not stated),-1%,-2%,-3%,-1%,-13%,6%,1,-16%,-10%,?,?
O=C(c1ccco1)N1CCN(C(=S)Nc2ccc(F)cc2)CC1,5%,-2%,-8%,-1%,2%,-4%,6,-7%,-25%,11%,-1%
Cc1nn(-c2ccccc2)c(C)c1NC(=O)COC(=O)/C=C/c1ccccc1,0%,-10%,-6%,-1%,-3%,-2%,nt,-17%,16%,4%,-24%
CCCNC(=S)N1CCC(C(=O)c2ccc(OC)cc2)CC1,-1%,-1%,1%[46.1 µM],-14%,-17%,2%,-20,-12%,-15%,-24%,-3%
COC(=O)[C@]1(Cc2ccccc2)N[C@H](CN(C)C(=O)Nc2ccc(Cl)cc2)[C@@H]2C(=O)N(C)C(=O)[C@@H]21,-4%,34%,2%,nt,-2%,0%,40,3%,9%,-2%,-12%
Cc1ccc(/C=N/N2CCN(c3ccncc3S(=O)(=O)N3CCCCC3)CC2)cc1,?,1%,1%,1%,6%,1%,-3,17%,10%,-1%,-1%
N#CCNC1CC(=O)N(c2ccccc2)C1=O (configuration not stated),0%,1%,nt,0%,0%,-4%,2,6%,16%,3%,-3%
O=C(O)CCCCCCCCc1cn(CCc2c[nH]c3ccccc23)nn1,4%,-6%,6%,-13%,3%,2%,-10,17%,13%,1%,-6%
O=C(CSc1nc2ccccc2o1)N/N=C/c1ccccc1,-2%,5%,-9%,-3%,0%,1%,8,1%,13%,?,4%
O=C(Nc1ccc(F)cc1)C1CC2CCC1C2 (configuration not stated),-5%,-2%,9%,5%,-2%,1%,11,9%,13%,10%,1%
Cc1cc(C)cc(NC(=O)C2CCCN2S(=O)(=O)c2cccc3cccnc23)c1 (configuration not stated),0%,-7%,0%,-35%[inhibitor],?,-10%,1,2%,-22%,23%,-1%
Cc1no[n+]([O-])c1COc1ccc(/C=C(\C#N)C(N)=O)cc1,0%,-4%,-4%[46.1 µM],9%,-13%,-4%,0,-5%,0%,21%,0%
CC(C)c1ccc(OCC(O)Cn2cnc3ccccc32)cc1 (configuration not stated),-11%,-3%,-3%,3%,0%,-2%,-12,-3%,-34%[inhibitor],?,0%
COc1ccc(NC(=O)c2ccc3c(=O)n(-c4ccc(OC)cc4OC)c(=S)[nH]c3c2)c(OC)c1,-3%,-3%,nt,1%,5%,0%,-26,?,-34%,?,3%
COc1ccc(N2CCN(S(=O)(=O)CCNC(=O)/C=C/c3ccc4c(c3)OCO4)CC2)cc1,-1%,17%,nt,-9%,-15%,-10%,0,5%,0%,-19%,0%
# Next section
SMILES,S-ASM inh,AT treatment,TCR act,Mito fusion yeast,Chronic BCR inh,TSG101-PTAP inh,TSHR antagonist,Eya2 inh,a7 integrin act,ELG1 repair inh,Tb PFK block
O=C(Nc1cccc(C(=O)O)c1)/C(=C\c1ccccc1)NC(=O)c1ccccc1Cl,1%,1%,2%,0%,-2%,-4%,9,-7%,21%,6%,-1%
CCOc1ccc(-n2c(SCC(=O)OC)nc3sc4c(c3c2=O)CCN(C)C4)cc1,2%,14%,-12%,2%,-2%,-4%,-2,-24%,-15%,8%,1%
CC(C)COc1cccc(C(=O)NNC(=O)C2COc3ccccc3O2)c1 (configuration not stated),-1%,-5%,-2%,-2%,1%,-4%,-8,-2%,-3%,7%,-1%
CC1CCC(N(CCCN)Cc2ccco2)CC1C (configuration not stated),2%,1%,-4%,-4%,-1%,-1%,6,-18%,-67%[inhibitor],-3%,8%
N#Cc1c(-c2ccccc2)nc(SCc2ccc(Cl)cc2)[nH]c1=O,3%,6%,10%,2%,2%,0%,-44,5%,37%,9%,-5%
COc1ccc(NC(=O)c2cccnc2)cc1OCC(C)C,2%,-10%,-1%,-1%,-8%,-1%,8,-2%,-16%,-4%,-5%
O=C(N/N=C/c1cccc2ccccc12)c1cc(C2CC2)[nH]n1,4%,-4%,-3%,3%,?,2%,-12,?,0%,0%,4%
Cc1ccc(-c2cnc(-c3ccncc3)o2)cc1,21%,6%,-1%,-6%,?,0%,-6,-26%,21%,?,-2%
COc1cc(NC(=O)c2cc(C(C)C)on2)c(OC)cc1Cl,-1%,6%,-2%,16%,6%,-3%,-11,-1%,15%,?,4%
COc1ccc(CN2CCN(Cc3ccc(C)cc3)CC2)c(OC)c1,-2%,16%,-2%,-1%,?,-2%,8,-5%,-46%[inhibitor],-3%,4%
Cc1cccc(C)c1OCC(=O)N=Nc1c(O)[nH]c2ccc(Br)cc12,-19%,2%,5%,13%,3%,-2%,-9,14%,5%,?,-4%
Cc1ccc(C)c(N2CCN(C(=O)c3ccc(CS(=O)Cc4cccc(Cl)c4)o3)CC2)c1 (configuration not stated),-4%,6%,-1%,3%,-2%,-2%,5,-18%,-32%,-23%,0%
NNc1nc(-c2ccccc2)cc(-c2ccccc2O)n1,-9%,-1%,1%,-1%,?,-6%,-26,14%,-12%,-27%,2%
Cc1cccc(NC(=O)CSc2nc3ccccc3c(=O)n2C)c1,-3%,11%,-2%,1%,?,-8%,-15,-3%,-19%,?,1%
O=C1CCCC(O)=C1N=Nc1cccc(S(=O)(=O)N2CCOCC2)c1,-3%,-4%,5%,-1%,?,-6%,-4,2%,-32%,?,-1%
O=C(NCc1ccccc1)c1ccc(Cl)c(S(=O)(=O)N2CCCC2)c1,4%,-8%,-11%,nt,?,-2%,-15,6%,4%,?,1%
O=c1oc2cc(O)ccc2cc1-c1nc2c(s1)CCc1ccccc1-2,nt,18µM*,8%[46.1 µM],-24%,?,?,21,43%,-1%,?,10%
Cc1nc(NCCc2ccccc2)c2nnn(Cc3ccccc3)c2n1,-8%,0%,nt,-1%,?,-2%,-5,8%,-9%,-5%,-1%
